Screens: PubChem BioAssay, several laboratories
AID2073 = inhibitors of Mint1-CaV2.2 protein interaction, biochemical, HTRF (AID 2073); Voltage-dependent N-type calcium channel subunit alpha-1B (Homo sapiens); HTRF protein-protein interaction, Mint1-CaV2.2; higher % means a stronger effect; inhibition, % at 20 µM, or IC50 in µM where a hit was titrated; 290,000 compounds, 0.19% hits; in the data active = inhibition mostly above about 51%, no sharp cut-off; also: some results filed as inactive read as strong as hits
GPR35 antagonists = GPR35 antagonists blocking zaprinast-driven arrestin recruitment, primary screen, imaging, U2OS, beta-arrestin-GFP, zaprinast agonist (AID 2058); U2OS GPR35 beta-arrestin-GFP translocation imaging, zaprinast antagonism; higher % means a stronger effect; 290,000 compounds, 0.052% hits; inhibition, % at 10 µM, or IC50 in µM where a hit was titrated;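 active = inhibition of at least 50% with at least 30 cells and total cytoplasm GFP at most 10,000,000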
Yfh1-off respiration = enhancers of respiration in Yfh1-depleted yeast, dose response, Friedreich's ataxia, plus single-dose screen (AID 1465); 220,000 compounds, 0.074% hits; S. cerevisiae Yfh1-off respiration, WST-1 reduction, 72 h; higher fold induction means a stronger effect; fold induction at 50 µM; hits with a dose series show EC50 in µM;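 active = fold induction of absorbance versus untreated yeast above a set limit, then at least 30% activation at any dose in follow-up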;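 also: activators that raise dye reduction in frataxin-depleted yeast; strong numbers were not always called active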
Dengue-2 NS5 capping = Dengue-2 NS5 methyltransferase inhibitors, primary screen, biochemical, confirmation dose response (AID 588689). Genome polyprotein (Dengue virus type 2 (strain 16681-PDK53)). Dengue-2 NS5 methyltransferase capping enzyme assay, biochemical; higher % means a stronger effect. inhibition, % at 25 µM, or IC50 in µM where a hit was titrated. 340,000 compounds, 0.3% hits; in the data active = a potency from the dose series
GPR55 beta-arrestin = GPR55 agonists via beta-arrestin recruitment, primary screen, imaging, U2OS cells, beta-arrestin-GFP redistribution (AID 1961); U2OS GPR55 beta-arrestin-GFP redistribution imaging; higher % means a stronger effect; activation, % at 10 µM, or EC50 in µM where a hit was titrated; 290,000 compounds, 0.048% hits;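 active = activation above 40% with more than 50 cells counted in the well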;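 also: U2OS osteosarcoma cells stably expressing GPR55 and beta-arrestin-GFP; plate controls were DMSO negative control for no effect and LPI positive control for full effect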
MgcRacGAP inhibition = MgcRacGAP GTPase-activating activity inhibitors, confirmation, biochemical, ADP Hunter fluorescence; Rac GTPase-activating protein 1 (Homo sapiens); MgcRacGAP-stimulated Rac1 GTP hydrolysis, ADP Hunter fluorescence; higher % means a stronger effect; GST-tagged Rac1 F28L mutant substrate; one-dose inhibition, % at 30 µM; IC50 in µM for titrated hits; 340,000 compounds, 0.6% hits;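 active = first-screen hits whose inhibition reached a set limit at any dose in the follow-up dose series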;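 also: fluorescence reports GDP produced by GAP-driven GTP hydrolysis; strong numbers were not always called active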
NTR1 ag = agonists of NTR1, primary screen, imaging, U2OS cells, beta-arrestin-GFP, high content (AID 493036) | NTR1-U2OS beta-arrestin-GFP spot imaging, agonist mode | 330,000 compounds, 0.17% hits | Neurotensin receptor type 1 (Homo sapiens), P30989 | activation, % at 20 µM;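 active = activation at or above 40% of the spot to cytoplasm intensity ratio, with at least 20 cells analyzed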;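 also: 0% = DMSO without peptide and 100% = 100 nM NTR1 peptide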
Target sequence (P30989 whole entry, looked up): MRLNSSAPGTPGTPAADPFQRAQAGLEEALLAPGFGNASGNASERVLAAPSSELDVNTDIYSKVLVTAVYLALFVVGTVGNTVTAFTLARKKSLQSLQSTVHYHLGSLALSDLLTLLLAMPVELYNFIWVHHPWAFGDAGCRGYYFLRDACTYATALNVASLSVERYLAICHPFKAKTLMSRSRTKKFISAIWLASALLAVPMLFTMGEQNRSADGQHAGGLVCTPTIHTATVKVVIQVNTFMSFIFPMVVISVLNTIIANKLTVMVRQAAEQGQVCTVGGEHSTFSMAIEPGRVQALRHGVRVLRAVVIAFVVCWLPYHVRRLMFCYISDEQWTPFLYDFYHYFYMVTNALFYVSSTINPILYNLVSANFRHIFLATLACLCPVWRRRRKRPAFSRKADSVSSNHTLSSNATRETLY
GPR55 antagonists = GPR55 antagonists blocking LPI-driven arrestin recruitment, primary screen, imaging, U2OS, beta-arrestin-GFP, LPI agonist (AID 2013); G-protein coupled receptor 55 (Homo sapiens); U2OS GPR55 beta-arrestin-GFP translocation imaging, LPI antagonism; higher % means a stronger effect; 290,000 compounds, 0.13% hits; inhibition, % at 10 µM; hits with a dose series show IC50 in µM;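 active = spots per cell inhibited over 60%, with over 100 cells counted and total cytoplasm intensity under 500,000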;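 also: U2OS cells stably carrying GPR55 and arrestin-GFP stimulated by 5 µM LPI near EC80; imaged beta-arrestin-GFP aggregate spots per cell after agonist stimulation; plate controls were LPI-stimulated DMSO wells for no effect and DMSO wells without LPI for full effect; some results filed as inactive read as strong as hits; confirmed hits need IC50 under 10 µM and bright autofluorescent wells are also inconclusive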
SV40 large T antigen = SV40 large T antigen inhibitors, biochemical (AID 1903); 310,000 compounds, 0.39% hits; inhibition, % at 20 µM, or IC50 in µM where a hit was titrated; SV40 large T antigen ATPase/helicase inhibition assay; higher % means a stronger effect; in the data active = a potency from the dose series; also: strong numbers were not always called active
NTR1 ag cell count 20 µM = also measured in NTR1 ag; calls as there; cell count; measured here: cell count, cytotoxicity flag
Dengue-2 NS5 capping pilot replicate = recorded beside Dengue-2 NS5 capping, whose call it bears; inhibition, %; measured here: pilot screen replicate inhibition
* = called active by the depositor; i = inactive; / = not tested or not shown.

The first two records, to show the layout:
SMILES	AID2073	GPR35 antagonists	Yfh1-off respiration	Dengue-2 NS5 capping	GPR55 beta-arrestin	MgcRacGAP inhibition	NTR1 ag	NTR1 ag cell count 20 µM	GPR55 antagonists	SV40 large T antigen	others
CCOC(=O)N/N=C(\C)c1ccc(-n2cnnn2)cc1	4%	-10%	i	-2%	0.5%	1%	0.6	48	3%	6%
Cc1ccc(C(C(=O)NCC2CCCO2)N(C(=O)c2snc(C(N)=O)c2N)c2ccccc2)o1 (stereo unspecified)	17%	-6%	/	-5%	-0.3%	-1%	1.0	49	-2%	10%

The list itself, previewed entries included:
SMILES	AID2073	GPR35 antagonists	Yfh1-off respiration	Dengue-2 NS5 capping	GPR55 beta-arrestin	MgcRacGAP inhibition	NTR1 ag	NTR1 ag cell count 20 µM	GPR55 antagonists	SV40 large T antigen	others
CCOC(=O)N/N=C(\C)c1ccc(-n2cnnn2)cc1	4%	-10%	i	-2%	0.5%	1%	0.6	48	3%	6%
Cc1ccc(C(C(=O)NCC2CCCO2)N(C(=O)c2snc(C(N)=O)c2N)c2ccccc2)o1 (stereo unspecified)	17%	-6%	/	-5%	-0.3%	-1%	1.0	49	-2%	10%
CC(C)(C)C(=O)Nc1cccc(C(=O)c2cccc(NC(=O)C(C)(C)C)c2)c1	-3%	0%	i	-5%	-0.1%	-8%	2.2	52	-3%	-3%
Cc1ccn2cc(-c3cccc(S(=O)(=O)N4CC(C)OC(C)C4)c3)nc2c1 (stereo unspecified)	13%	20%	/	-1%	0.2%	-10%	2.2	68	-3%	7%
Cc1c(C)n2c(SCC(=O)Nc3cccc4ccccc34)nnc2[nH]c1=O	/	/	/	-7%	/	6%	0.4	58	/	13%
CC1=C(C(=O)Nc2ccc(Cl)cc2)C(c2ccncc2)C(C#N)=C(SCC(N)=O)N1 (stereo unspecified)	13%	0%	i	1%	-0.1%	1%	0.6	57	0%	-1%
O=C(Nc1ccc(Cl)c(Cl)c1)C1C2C=CC3(O2)C1C(=O)N(CCN1CCCCC1)C3C(=O)NC1CCCCC1 (stereo unspecified)	1%	11%	/	0%	-0.2%	11%	-0.2	54	17%	8%
O=C(OCC(=O)N1CCN(c2ccccc2)CC1)c1ccccc1NCCO	/	/	/	3%	/	2%	1.5	52	/	17%
COc1ccc(-c2cc(C(F)F)n3ncc(C(=O)N4CCN(C(=O)c5ccco5)CC4)c3n2)cc1	30%	-16%	i	-5%	-0.3%	14%	2.4	54	2%	24%
CN1C(=O)c2ccc(C(=O)NCc3ccccn3)cc2C1=O	9%	4%	/	6%	-0.1%	6%	-0.1	65	16%	8%
CCSc1nc(C)nc2c1oc1ccccc12	-3%	3%	i	2%	0.0%	11%	3.8	44	-5%	4%
COc1cccc(OCc2cc(C(=O)N3CCN(c4ccccc4O)CC3)no2)c1	-1%	3%	/	-8%	0.0%	7%	3.4	57	-1%	5%
O=C(c1cccnc1Nc1ccccc1F)N1CCOCC1	6%	-12%	i	-4%	0.1%	6%	-0.7	39	16%	2%
CCOCc1cc(CN2CCC(n3nccc3NC(=O)C3CC3)CC2)ccc1OC	8%	-8%	/	-1%	0.3%	6%	-0.2	55	2%	/
Cc1ccc(Cl)cc1NC(=O)c1cc(S(=O)(=O)N2CCOCC2)cn1C	1%	0%	/	-6%	-0.1%	1%	0.2	68	-1%	12%
CCCCCCCCCCCCCCCC(=O)NCCc1c[nH]c2ccccc12	2%	10%	/	0%	-0.2%	-1%	9.4	84	-2%	-3%
O=C(Nc1cccnc1)C(Cc1ccccc1)n1cccc1 (stereo unspecified)	-5%	2%	i	-8%	-0.1%	-3%	-0.8	96	2%	3%
COc1ccc(Cl)cc1NC(=O)CN(C)CC(=O)Nc1ccc(C)cc1Br	25%	-15%	i	1%	2.0%	20%	2.8	49	-1%	4%
COc1ccc(/C=C(\NC(=O)c2ccc(C)cc2)C(=O)NCCCN2CCOCC2)cc1OC	2%	9%	/	-5%	-0.4%	4%	0.9	65	20%	1%
CCC(=O)N(Cc1ccco1)c1nc(C(=O)Nc2ccc(Cl)cc2)c(C)s1	41%	7%	i	-14%	-0.3%	11%	1.6	69	15%	1%
COc1ccc(OCCNC(=O)c2cccc(Oc3ccc(C(F)(F)F)cc3[N+](=O)[O-])c2)cc1	2%	-5%	i	-1%	0.4%	16%	5.5	60	5%	4%
Cc1ccc(-c2cc(C(=O)O)c3ccccc3n2)s1	39%	8%	/	4%	0.0%	/	0.1	93	7%	3%
O=C(OCc1cc(=O)n2c(n1)sc1ccccc12)c1ccc(O)cc1	30%	-10%	i	0%	0.9%	1%	-0.1	52	11%	1%
O=C(CSc1nc2c(c(=O)n1-c1ccc(F)cc1)SCC2)NCc1ccco1	-3%	-2%	i	-9%	0.7%	9%	0.6	77	16%	2%
CCOc1cccc(CNc2nnnn2C)c1	0%	-5%	/	-4%	-0.1%	12%	0.2	57	11%	8%	Dengue-2 NS5 capping pilot replicate=-2.1
[O-][n+]1cccc2ncc3cscc3c21	-3%	3%	i	-8%	-0.1%	13%	1.0	76	-1%	5%
COc1ccc(-n2nc3c(c2NC(=O)C2CC2)CS(=O)(=O)C3)cc1	0%	-4%	/	-1%	0.0%	8%	0.1	55	17%	8%
Cc1cc(C)c(NC(=O)CSc2nc3ncc(Br)cc3[nH]2)c(C)c1	1%	-2%	/	-8%	-0.1%	2%	0.4	53	-18%	6%
CCOC(=O)c1nnn(-c2nc(OC)nc(N3CCCCC3)n2)c1-c1ccccc1	-2%	0%	i	/	-0.1%	/	/	/	21%	6%
Cc1ccc(-n2ncc3c2CC(C)(C)CC3NC(=O)c2cc[n+]([O-])cc2)cc1 (stereo unspecified)	9%	0%	/	-6%	-0.1%	7%	1.3	56	8%	4%
CCOc1ccc2nc(NC(=O)c3cccnc3)sc2c1	-4%	-8%	i	3%	-0.3%	3%	0.9	88	-4%	10%
COc1ccc(SCCc2ccncc2)cc1	-7%	-1%	i	2%	-0.1%	3%	1.4	67	-7%	16%
CCOC(=O)N1CCN(C(=O)c2ccc3c(=O)n(-c4ccc(OC)cc4)c(=S)[nH]c3c2)CC1	-35%	-9%	i	-2%	0.2%	-5%	0.0	39	-3%	10%
CC1=NN(c2ccc(C(=O)O)cc2)C(=O)CC1	3%	8%	/	-8%	-0.2%	2%	-0.3	64	10%	14%
O=C(Nc1ccc(N2CCOCC2)cc1)c1cc(-c2ccncc2)nc2ccccc12	5%	-1%	i	-12%	-0.2%	12%	1.4	59	16%	14%
Cc1ccc(NC(=O)c2c(C)noc2C)cc1	1%	-6%	i	-3%	0.0%	4%	0.6	59	3%	7%
Cc1nn(C)cc1C(C(=O)NC1CCCCC1)N(Cc1ccc(F)cc1)C(=O)c1cnccn1 (stereo unspecified)	11%	-15%	i	/	0.2%	/	0.8	47	-2%	-3%
COc1cc(-c2ccccc2)nc(N)n1	3%	24%	i	-3%	-0.1%	3%	-0.7	43	-8%	18%
Nc1nc(N)nc(-c2ccc(Oc3ccccc3)cc2)n1	-2%	-8%	i	1%	-0.1%	6%	-0.9	71	-29%	1%
C/C(=N/NC(=O)c1nnn(-c2nonc2N)c1COc1ccccc1)c1ccccc1	13%	-13%	/	-1%	0.3%	14%	-0.2	57	5%	18%
CCOc1cccc2sc(NC(=O)CCS(=O)(=O)c3ccccc3)nc12	16%	7%	/	-5%	0.3%	4%	5.2	54	9%	20%
Cc1cccc(-n2nnnc2SCC(=O)c2cc(C)n(CC3CCCO3)c2C)c1 (stereo unspecified)	15%	6%	i	2%	-1.0%	0%	12	98	0%	3%
Cc1ccc(Nc2cc(C)c(O)c(C)c2)cc1	-80%	12%	/	41%	-0.1%	-1%	-0.4	57	20%	-7%
CC(=O)Nc1ncc(N=Nc2cccc(C(F)(F)F)c2)s1	-9%	-16%	/	-5%	-0.1%	12%	1.6	39	-9%	-5%
NS(=O)(=O)c1ccc(NC(=O)COC(=O)COc2ccc(Cl)cc2)cc1	3%	0%	i	-1%	-0.1%	-5%	-0.4	96	-10%	8%
CC1(C)CC(=O)/C(=C(\O)CCCN2C(=O)c3ccccc3C2=O)C(=NCC(=O)O)C1	-3%	-9%	i	-5%	0.1%	-3%	0.1	60	-2%	21%
NCCNC(=O)Cn1c(=O)c2c3c(sc2n(Cc2ccccc2)c1=O)CCCC3	3%	3%	/	-1%	-0.1%	11%	2.2	58	13%	15%
CCS(=O)(=O)Nc1ccc(Cc2ccncc2)cc1	0%	-6%	i	-5%	0.2%	1%	3.6	60	-2%	0%
CCSc1nnc2n(N)c(=O)c3ccccc3n12	-2%	10%	i	/	-0.1%	/	/	/	0%	10%
CCOc1ccc(NC(=O)C2CCCN(C(=O)Nc3ccccc3)C2)cc1 (stereo unspecified)	-1%	-9%	i	2%	0.5%	8%	-2.0	83	-10%	4%
Cc1nnc(NC(=O)c2ccc3c(c2)C(=O)N(CCC(C)C)C3=O)s1	3%	3%	i	-2%	-0.1%	8%	2.7	93	4%	2%
C/C(=N\NC(=O)COc1ccccc1-c1ccccc1)c1ccccn1	0%	-4%	i	1%	-0.2%	-3%	5.2	49	21%	14%
Cc1oc2c(C)c3oc(=O)c(CCC(=O)N4CCC(C(=O)NCCC(=O)O)(c5ccccc5)CC4)c(C)c3cc2c1C	33%	0%	/	-7%	0.1%	8%	-0.5	46	3%	9%
COc1ccccc1N1CCN(S(=O)(=O)c2c(C)[nH]c(=O)[nH]c2=O)CC1	-8%	-5%	i	-7%	-1.2%	5%	0.5	65	8%	3%
Cc1ccc(OCCN2CCN(C(=O)CCC(=O)Nc3nnc(C(C)C)s3)CC2)cc1	0%	2%	i	8%	-0.3%	4%	0.9	56	-2%	2%
Cc1ccccc1-c1ccnc2[nH]n(-c3ccccc3)c(=O)c12	0%	-12%	/	-3%	-0.1%	11%	-0.6	108	9%	15%
CCOc1ccccc1NC(=O)COC(=O)CCOc1cc(C)ccc1C	/	/	/	6%	/	-6%	2.8	65	/	9%
Cc1ccccc1C(=O)NC1CCN(C(=O)Nc2ccc(F)cc2)CC1	11%	-8%	/	1%	-0.2%	3%	0.7	54	1%	9%
CCCc1cc(=O)[nH]c(SCC(=O)Nc2sc3c(c2C#N)CCCC3)n1	-2%	-7%	/	-6%	-0.1%	7%	2.3	60	-2%	12%
CN(C)c1ccc(C(C(=O)NCC2CCCO2)N(Cc2ccco2)C(=O)c2snc(C(N)=O)c2N)cc1 (stereo unspecified)	5%	8%	/	-2%	-0.2%	5%	4.0	36	10%	4%
